# NPR1 activator = GC-A stimulated cGMP production enhancers – HEK293 GC-A cells, cGMP TR-FRET, EC30 ANP, primary screen. 0% at EC30 ANP, 100% saturating ANP. hit rate 0.14% among 370,000. AID 1671463, 2021. Atrial natriuretic peptide receptor 1 (Homo sapiens), P16066. activation, % at 10 µM; in the data active means activation above about 40%
# FXN GAA850 act = FXN promoter activators, primary screen, cell-based, luciferase luminescence, HEK293 lucGAA850; HEK293 lucGAA850 FXN promoter luciferase reporter, 24 h; percent of 10 µM SAHA response; activation, % at 6 µM; hit rate 0.56% among 360,000;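 active means activation above the average of all compounds screened plus 3 SD, cutoff fixed separately per campaign, cut at about 7.5% in these data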;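 further: 0% = DMSO wells and 100% = 10 µM SAHA wells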
# ADAM10 inh = human ADAM10 inhibitors, primary screen, biochemical, QFRET, HTS | Disintegrin and metalloproteinase domain-containing protein 10 (Homo sapiens), O14672 | hit rate 0.62% among 370,000 | recombinant ADAM10, EDANS/DABCYL FRET peptide cleavage, 3 h | inhibition, % at 7 µM;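 active means inhibition above a per-campaign cutoff equal to the mean of compounds falling between control-based bounds plus 3 SD, cut at about 20% in these data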;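 further: 0% = DMSO wells while the 100% control is not disclosed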
# sPLA2-III inh = human group III sPLA2 inhibitors, primary screen, biochemical, QFRET, BODIPY PC-A2 liposome substrate | Group 3 secretory phospholipase A2 (Homo sapiens), Q9NZ20 | QFRET BODIPY PC-A2 liposome hydrolysis, fluorescence | inhibition, % at 12.2 µM | hit rate 0.56% among 370,000 | AID 743126, 2013;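 active means inhibition above mean plus 3 SD of compounds lying within the high and low control bounds, cut at about 19% in these data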;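 further: 0% = median of test compound wells and 100% = no enzyme DMSO wells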
# hcDAF-12 act = H. contortus DAF-12 nuclear receptor activators, primary screen, cell-based, luminescence, HEK293, lit1-tk-luc reporter | activation, % at 6.8 µM | HEK293 hcDAF-12 lit1-tk-luc reporter; 0% DMSO, 100% Δ7-dafachronic acid | hit rate 1.4% among 370,000 | AID 652067, 2013;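 active means activation above the mean of all tested compounds plus 3 SD, cut at about 5.5% in these data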;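 further: 100% = response to 3 µM Δ7-dafachronic acid high control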
# DAX1 inh-1 = DAX1 (NR0B1) inhibitors on StAR promoter, primary screen, cell-based, luminescence, SF-1 (NR5A1), full-length DAX-1; HEK293T StAR-luciferase reporter, SF-1/DAX-1 repression relief; hit rate 1.1% among 370,000; AID 652010, 2013; inhibition, % at 6.8 µM;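 active means inhibition above the mean over all tested compounds plus 3 SD, cut at about 3.6% in these data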;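 further: 0% = DAX-1 cells with DMSO and 100% = cells lacking DAX-1 with DMSO; higher inhibition means more luminescence from relief of DAX-1 repression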
# SMARCA2 activ = SMARCA2 (BRM) function activators, primary screen, cell-based, luminescence, high throughput; MG213 cells, MMTV-luciferase reporter, dexamethasone, overnight; activation, % at 9.1 µM; hit rate 1% among 370,000; in the data active means activation above about 7.8%;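 further: 0% = vehicle wells and 100% = reference activator wells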
# DAX1 inh-2 = DAX1 (NR0B1) inhibitors, primary screen, cell-based, HEK293, Gal4-DAX1, luciferase luminescence. Nuclear receptor subfamily 0 group B member 1 (Homo sapiens), P51843. HEK293 Gal4-DAX1 luciferase reporter. inhibition, % at 6.75 µM. hit rate 0.99% among 340,000. AID 504766, 2011;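 active means inhibition above the mean over all tested compounds plus 3 SD, cut at about 4.2% in these data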;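 further: 0% = DAX1-transfected cells with DMSO and 100% = empty-vector control cells with DMSO; inhibition shows as a rise in luminescence from relieved DAX1 repression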
# ssDAF-12 act = S. stercoralis DAF-12 nuclear receptor activators, primary screen, cell-based, luminescence, HEK293, GRIP1 co-expression, lit1-tk-luc | HEK293 ssDAF-12/GRIP1 lit1-tk-luc reporter; % of 3 µM dafachronic acid response | Nuclear hormone receptor DAF-12 (Strongyloides stercoralis) | activation, % at 6.8 µM | AID 652126, 2013 | hit rate 1% among 370,000;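 active means activation above the mean over all tested compounds plus 3 SD, cut at about 0.9% in these data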;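 further: 0% = DMSO-only wells and 100% = 3 µM delta7-dafachronic acid wells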
# hgDAF-12 ag = H. glycines DAF-12 receptor agonists, primary screen, cell-based, luminescence, HEK293, GAL4 fusion, UAS-luciferase. Nuclear hormone receptor DAF-12 (Heterodera glycines), GAL4 fusion. HEK293 GAL4-hgDAF12 UAS-luciferase reporter, agonist luminescence; normalized to butyrate control. activation, % at 6.8 µM. hit rate 1.8% among 370,000. AID 687014, 2013;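 active means activation above a cutoff set at the mean of all screened compounds plus 3 SD, cut at about 10% in these data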;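 further: 0% = DMSO wells and 100% = sodium butyrate wells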
# NPR2 activator = human GC-B receptor activators, primary screen, HEK293 GC-B cells, cGMP TR-FRET, EC30 CNP | Atrial natriuretic peptide receptor 2 (Homo sapiens), P20594 | 0% at EC30 CNP, 100% saturating CNP | activation, % at 10 µM | hit rate 0.11% among 370,000 | AID 1920062, 2024;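 active means activation at 10 µM reaching about 35% in either raw or pattern-adjusted values, limit read from the data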
# Target sequence (P20594 whole entry, looked up): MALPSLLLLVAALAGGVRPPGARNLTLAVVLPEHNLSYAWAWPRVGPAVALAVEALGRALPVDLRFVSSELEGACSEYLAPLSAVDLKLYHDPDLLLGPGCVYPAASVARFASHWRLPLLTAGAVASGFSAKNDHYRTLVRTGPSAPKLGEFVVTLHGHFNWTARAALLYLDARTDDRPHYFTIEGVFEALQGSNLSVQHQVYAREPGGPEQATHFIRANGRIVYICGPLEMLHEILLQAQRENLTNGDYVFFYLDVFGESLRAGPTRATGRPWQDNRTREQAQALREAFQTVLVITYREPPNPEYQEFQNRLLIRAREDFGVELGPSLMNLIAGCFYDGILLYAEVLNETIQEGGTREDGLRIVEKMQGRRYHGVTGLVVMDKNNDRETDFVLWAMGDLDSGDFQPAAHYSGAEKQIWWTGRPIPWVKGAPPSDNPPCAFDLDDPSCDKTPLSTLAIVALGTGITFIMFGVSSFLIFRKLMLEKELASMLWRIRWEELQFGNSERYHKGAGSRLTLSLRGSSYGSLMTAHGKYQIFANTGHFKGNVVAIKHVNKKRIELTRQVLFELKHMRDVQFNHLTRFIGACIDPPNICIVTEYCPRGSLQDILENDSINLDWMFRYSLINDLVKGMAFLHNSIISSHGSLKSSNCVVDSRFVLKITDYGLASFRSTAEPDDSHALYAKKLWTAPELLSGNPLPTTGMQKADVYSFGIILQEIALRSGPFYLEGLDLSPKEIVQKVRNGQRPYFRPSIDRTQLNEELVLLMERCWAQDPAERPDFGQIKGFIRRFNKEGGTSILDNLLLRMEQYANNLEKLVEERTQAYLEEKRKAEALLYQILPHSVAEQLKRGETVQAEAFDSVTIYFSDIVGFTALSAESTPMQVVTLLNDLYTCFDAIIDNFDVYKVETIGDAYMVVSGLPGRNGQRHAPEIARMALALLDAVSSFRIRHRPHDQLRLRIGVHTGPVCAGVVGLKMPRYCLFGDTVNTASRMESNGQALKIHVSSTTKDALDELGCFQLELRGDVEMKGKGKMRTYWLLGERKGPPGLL
# * = called active by the depositor; i = inactive; . = not tested or not shown.
# Results follow in this order: NPR1 activator	FXN GAA850 act	ADAM10 inh	sPLA2-III inh	hcDAF-12 act	DAX1 inh-1	SMARCA2 activ	DAX1 inh-2	ssDAF-12 act	hgDAF-12 ag	NPR2 activator
[1] COc1cc(C(=O)NCc2ccc3c(c2)OCO3)ccc1OCc1c(C)noc1C
 : 6.1	0.8	-10.4	1.8	-1.0	-0.1	2.5	1.1	-1.3	-0.1	1.9
[2] CCCCOC(=O)Nc1ccc(C(=O)OC)cc1
 : 7.1	2.5	11.2	4.9	0.6	-0.1	1.6	0.6	-1.2	2.7	-4.4
[3] Cc1ccccc1NC(=O)C(C)OC(=O)C1CCCO1 (stereo not given)
 : 3.1	1.2	-5.9	1.5	1.0	0.7	-3.5	0.5	-0.5	0.9	4.9
[4] Cc1ccc(-c2ccc(=O)n(CC(=O)NCCN(C)C)n2)cc1
 : 2.2	-0.5	-39.5	3.1	-1.9	0.1	1.7	-0.4	-1.3	1.5	-0.2
[5] COc1c2ccoc2nc2c(OC)c(OC[C@@H](O)C(C)(C)O)ccc12
 : 4.6	-0.6	i	1.2	-1.1	2.1	-3.0	-0.2	-0.7	6.9	-4.3
[6] O=C(NCCCNC(=O)c1ccccn1)c1ccc(F)cc1
 : -2.6	0.8	5.5	8.9	-1.6	-0.3	-4.0	-0.3	-1.1	-1.3	0.8
[7] COc1cc(/C=N/n2c(C)nc3ccccc3c2=O)cc(OC)c1O
 : -3.5	-0.4	2.8	5.6	-0.6	-0.1	-1.8	0.9	-1.4	1.0	-2.5
[8] Cc1ccccc1CN(c1ccc(C(=O)NCCC2=CCCCC2)cc1)S(C)(=O)=O
 : -0.4	-0.5	5.8	-20.4	-0.5	-0.6	-0.3	-1.8	-1.4	-1.6	-0.8
[9] O=C(NCCO)c1cccc2c1C(=O)c1ccccc1-2
 : 0.4	1.8	-4.7	6.3	1.1	0.2	-0.4	-0.1	-1.6	0.4	-11.9
[10] CCOc1ccc(/C=C(\C)C(=O)c2c(C)cc(C)[nH]c2=O)cc1
 : -1.2	-1.3	19.8*	7.0	-1.3	-0.1	-4.1	0.0	-1.6	-1.5	3.4
[11] NC(=O)c1cccc(-c2ccnc3c2CC(C(=O)NCCc2ccccc2)O3)c1 (stereo not given)
 : -1.2	-2.1	0.0	-1.7	-1.6	0.0	-1.4	.	-1.2	3.0	1.4
[12] CC(=O)Nc1ccc(Nc2cc(C)nc3ccccc23)cc1
 : 7.0	3.5	-1.9	-2.8	-0.6	0.0	-1.5	1.3	-1.0	2.2	-6.8
[13] CCn1c2ccccc2c2nnc(SCC(=O)Nc3ccc4c(c3)OCO4)nc21
 : 2.2	-0.3	-14.1	2.2	2.4	0.0	-0.4	-0.8	0.6	1.6	-5.8
[14] O=S(CCc1ccncc1)Cc1ccccc1 (stereo not given)
 : -0.9	-0.6	5.3	0.2	0.4	-0.9	-1.9	-0.7	-1.4	0.8	1.4
[15] CC(NC(=S)NCCN1CCOCC1)C12CC3CC(CC(C3)C1)C2 (stereo not given)
 : -0.5	2.8	-0.5	9.6	-1.5	0.2	0.0	.	-0.2	-3.0	-0.6
[16] COc1cccc(NC(=O)CN(C)C(C)C(=O)Nc2cc([N+](=O)[O-])ccc2Cl)c1 (stereo not given)
 : -0.2	1.1	-2.7	-6.5	-0.8	0.1	-0.5	0.0	-0.7	-1.8	-2.0
[17] Cc1ccc(OCC(=O)N/N=C/c2ccncc2)cc1C
 : 4.2	3.0	-6.7	-3.6	-0.8	0.1	0.8	-0.9	-1.7	-0.9	-0.9
[18] COC(=O)CCC(C)C1CCC2C3CCC4CC(O)CCC4(C)C3CC(O)C12C (stereo not given)
 : -3.9	-1.0	10.0	-22.5	-2.8	0.2	-4.1	0.4	-1.5	-3.9	-2.8
[19] O=C(COC(=O)c1ccccn1)Nc1ccc(S(=O)(=O)N2CCOCC2)cc1
 : 4.8	-2.2	-5.6	1.4	-1.5	-0.2	0.6	-1.3	-0.8	-0.9	1.1
[20] C=CC(COCc1ccccc1)N(Cc1ccc(OC)cc1)S(=O)(=O)c1ccccc1Br (stereo not given)
 : -4.2	1.3	-1.1	-9.5	-0.6	-0.7	-0.5	-0.4	-1.3	0.5	-5.9
[21] CCN1C2=NCCCN2c2ccccc21
 : -0.1	-0.8	9.6	7.4	0.3	0.7	1.0	0.6	-1.2	-2.0	0.2
[22] COc1ccc(C2SCC(=O)N2CC23CC4CC(CC(C4)C2)C3)cc1 (stereo not given)
 : -1.2	0.2	-5.5	-6.6	-0.4	0.3	-3.5	-0.1	-1.1	-0.8	-6.7
[23] C=C(C)c1cccc(C(C)(C)NC(=O)N2CCN(CC(N)=O)CC2)c1
 : -0.8	2.1	2.6	5.2	-0.3	0.7	0.8	0.6	-1.2	0.8	4.6
[24] COc1ccc(N2CC(NC(=O)NCCC(C)C)CC2=O)cc1 (stereo not given)
 : 1.9	-1.4	0.3	-3.1	-0.6	-0.5	-2.3	-0.2	-1.3	0.2	-2.2
[25] CC1CCN(C2=NC(=O)N(c3ccc(Br)cc3)C(=O)C2)CC1
 : 0.3	.	-11.3	0.3	0.1	-0.4	-2.0	.	-0.3	2.5	2.0
[26] COc1ccc(/C=N/NC(=O)CN2CCSCC2)c(OC)c1
 : 1.1	3.1	-2.1	0.8	0.2	0.7	1.2	0.1	-1.6	0.7	-10.1
[27] Cc1ccccc1NC(=O)Cn1nnc2sc3c(c2c1=O)CC(C)(C)OC3
 : -1.2	-0.9	2.3	-0.5	1.1	0.1	-2.3	2.9	-1.0	-2.5	-2.3
[28] COc1ccc(N(C(=O)Cn2nnc(-c3ccc(F)cc3)n2)C(C)C(=O)NC2CCCC2)cc1 (stereo not given)
 : 1.9	-1.5	2.8	-10.9	-1.6	-0.5	-1.1	-0.3	-0.8	-2.0	-3.9
[29] COc1ccc(/C=N/NC(=O)Cn2nnc3ccccc32)cc1OC
 : 7.1	3.1	0.3	-1.6	0.3	0.6	-2.7	0.6	-1.6	6.7	0.3
[30] O=C(CNS(=O)(=O)c1cccs1)N1CCc2ccccc2C1
 : 1.9	1.0	2.9	-3.7	0.8	0.6	4.4	0.1	-0.7	3.2	2.9
[31] COc1ccc(OCC(O)CN2CCN(CC(O)COc3ccc(OC)cc3)CC2)cc1 (stereo not given)
 : -1.1	-0.7	4.3	-0.8	0.8	-0.1	5.1	0.6	-0.8	-2.0	0.4
[32] CCOC(=O)Nc1ccc(C(=O)c2ccncc2)cc1
 : -1.8	-1.2	-4.8	6.9	-0.3	-0.5	-0.3	-2.2	-1.8	-2.8	-9.7
[33] CCOC(=O)C(=O)Nc1cc(Cl)ccc1C
 : -1.1	1.5	-3.3	3.3	-1.2	1.6	-5.2	-1.4	-0.7	-3.9	5.2
[34] CN(C)S(=O)(=O)c1cccc(C(=O)Nc2cc(S(=O)(=O)N3CCOCC3)ccc2O)c1
 : 3.0	-0.1	-2.7	7.3	1.3	0.1	-3.8	-0.6	-1.3	-3.2	2.0
[35] Cc1ccc(-c2nnn(Cc3nc4ccccc4s3)n2)cc1
 : -2.0	1.6	12.5	-48.3	2.0	-0.1	7.7	1.5	0.0	4.2	2.1
[36] O=C(Nc1ccccc1Cl)c1cc(=O)c2ccccc2o1
 : 0.9	4.6	7.0	-3.9	0.5	0.7	5.4	1.8	-0.7	10.3	-1.9
[37] Cc1onc(-c2ccccc2Cl)c1C(=O)NCc1ccc(N2CCCC2=O)cc1
 : 1.1	-3.4	-2.6	3.2	-1.5	0.0	-0.9	1.6	-1.4	-3.6	1.0
[38] CCn1ccnc1CNCc1ccc(OCC(O)CN(C)Cc2ccccc2)cc1 (stereo not given)
 : 1.2	3.9	1.8	2.3	1.3	1.1	-1.8	0.3	-0.7	2.1	1.1
[39] COc1ccc2cc3c(N)nn(C(=O)Cc4ccccc4OC)c3nc2c1
 : -8.2	0.0	-8.0	-5.4	-3.1	-0.4	-0.8	-1.0	-1.2	-1.6	0.7
[40] O=C(CSc1ncn[nH]1)c1ccco1
 : 0.2	-0.8	-5.1	0.2	-0.7	-0.2	-0.7	0.1	-1.0	0.9	1.7
[41] CN(CC(=O)N1CCC(C(N)=O)CC1)S(=O)(=O)c1ccc2ccccc2c1
 : 1.8	2.8	1.0	0.9	-0.3	0.0	0.3	1.7	-1.8	1.6	0.4
[42] CC(=O)CC(=O)Nc1ccc(Cl)cn1
 : 2.9	1.3	-284.2	-4.8	-0.1	0.3	-0.5	0.0	-0.7	-0.2	0.2
[43] O=C(NCCc1ccccc1)OCc1cn(Cc2cccc(F)c2F)nn1
 : 2.7	.	-1.0	-1.3	-0.3	0.1	1.2	.	0.1	1.2	2.6
[44] Cn1cccc1/C=N/N1CCN(Cc2ccccc2)CC1
 : -3.9	0.6	-5.1	-4.2	-0.3	0.2	16.3*	-0.5	-1.0	2.9	-3.1
[45] Cc1cc(=O)c2ccc(Cl)cc2[nH]1
 : 1.4	0.7	-10.1	7.7	5.2	0.0	0.8	-0.2	-0.5	2.9	3.8
[46] C[C@H](CO)N1C[C@H](C)[C@@H](CN(C)Cc2ccc(C(=O)O)cc2)Oc2c(NS(=O)(=O)c3cn(C)cn3)cccc2C1=O
 : -1.4	1.1	-4.2	-3.5	-2.1	-0.1	-0.4	0.2	-0.8	2.2	-1.4
[47] CC(C)Cn1cnc2c(SCc3ccccc3F)nc(N)nc21
 : 2.8	8.9*	2.4	-1.4	0.1	1.1	6.9	0.4	-0.9	9.3	14.3
[48] COC(=O)c1sccc1NC(=O)c1cc(-c2ccc(C)cc2)nc2ccccc12
 : 0.2	-2.1	1.1	8.4	0.1	1.3	2.4	0.1	1.1*	-0.2	1.4
[49] CCOc1ccc(N2CC(C(=O)Nc3nnc(SCCOC)s3)CC2=O)cc1 (stereo not given)
 : 1.6	0.4	-9.2	-1.6	-0.5	-0.1	-2.6	-0.5	-0.6	-1.3	-2.3
[50] Cc1cc(CN2CCCC(CNC(=O)c3ccc(F)cc3)C2)cc(C)c1O (stereo not given)
 : -4.0	0.7	1.5	-0.5	0.2	-0.2	-0.2	-1.9	-1.5	-1.8	4.2
[51] CC(C)(C)OC(=O)NCC(=O)N1CCC(C(=O)O)CC1
 : 0.1	-0.2	-0.5	-2.7	1.1	0.2	0.6	1.2	-0.8	-0.8	-6.0

# From PubChem BioAssay
